Bioassay records from PubChem.
Dengue-2 NS5 capping = Dengue-2 NS5 methyltransferase inhibitors, primary screen, biochemical, confirmation dose response (AID 588689). Dengue-2 NS5 methyltransferase capping enzyme assay, biochemical; higher % means a stronger effect. inhibition, % at 25 µM, or IC50 in µM where a hit was titrated. Genome polyprotein (Dengue virus type 2 (strain 16681-PDK53)). 340,000 compounds, 0.3% hits; in the data active = a potency from the dose series; inconclusive = inhibition above about 29% without an active follow-up result
AID2073 = inhibitors of Mint1-CaV2.2 protein interaction, biochemical, HTRF (AID 2073); HTRF protein-protein interaction, Mint1-CaV2.2; higher % means a stronger effect; inhibition, % at 20 µM; hits with a dose series show IC50 in µM; 290,000 compounds, 0.19% hits; in the data active = inhibition mostly above about 51%, no sharp cut-off; inconclusive = no clear call, values can overlap the other calls; inactive = mostly below about 53%; note: some results filed as inactive read as strong as hits
Yfh1-off respiration = enhancers of respiration in Yfh1-depleted yeast, dose response, Friedreich's ataxia, plus single-dose screen (AID 1465); fold induction at 50 µM, or EC50 in µM where a hit was titrated; S. cerevisiae Yfh1-off respiration, WST-1 reduction, 72 h; higher fold induction means a stronger effect; 220,000 compounds, 0.074% hits;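 active = fold induction of absorbance versus untreated yeast above a set limit, then at least 30% activation at any dose in follow-up; inconclusive = repeats straddling the limit, or above it without dose testing; inactive = fold induction below the set limit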;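 note: activators that raise dye reduction in frataxin-depleted yeast; strong numbers were not always called active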
West Nile antiviral = West Nile virus antiviral activity, cell-based, CPE readout (AID 1621) | West Nile virus-infected cells, CPE inhibition; higher % means a stronger effect | one-dose CPE inhibition, % at 10 µM; IC50 in µM for titrated hits | 290,000 compounds, 0.02% hits; in the data active = a potency from the dose series; inconclusive = CPE inhibition mostly from about 3.7% at the one dose, without a potency; inactive = the rest, 99 in 100 with CPE inhibition below about 2.2%; note: strong numbers were not always called active
NOD1 NF-kB reporter = NOD1 signaling inhibitors, primary screen, cell-based, luminescence, uHTS (AID 1578). inhibition, % at 4 µM; hits with a dose series show EC50 in µM. 290,000 compounds, 1% hits. NOD1-driven NF-kB luciferase reporter cells, luminescence; higher % means a stronger effect; in the data active = inhibition mostly above about 36%, no sharp cut-off; inactive = mostly below about 34%;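 note: HEK-293T reporter cells stimulated with the NOD1 agonist gamma-tri-DAP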
KOR beta-arrestin-1 = KOR antagonists, beta-arrestin recruitment, cell-based, luminescence, uHTS (AID 1778); Kappa-type opioid receptor (Homo sapiens); KOR beta-arrestin recruitment, luminescence, antagonist mode; higher % means a stronger effect; one-dose inhibition, % at 10 µM; IC50 in µM for titrated hits; 290,000 compounds, 0.091% hits; note: strong numbers were not always called active
HIV peptide binding = inhibitors of HIV fusion peptide binding, primary screen, biochemical, uHTS, fluorescence dequenching (AID 1986); 290,000 compounds, 0.3% hits; cell-free peptide binding, fluorescence dequenching, 30 min; higher % means a stronger effect; one-dose inhibition, % at 20 µM; IC50 in µM for titrated hits; in the data active = inhibition mostly above about 52%, no sharp cut-off; inactive = mostly below about 76%; note: some results filed as inactive read as strong as hits
HEK293 NOD2/NF-kB = NOD2 signaling inhibitors, cell-based, luminescence, uHTS, HEK293 (AID 1566); inhibition, % at 4 µM; hits with a dose series show EC50 in µM; HEK293 NOD2/NF-kB luciferase reporter, luminescence; higher % means a stronger effect; 290,000 compounds, 0.63% hits; note: many of its hits are not listed in these tables
KOR beta-arrestin-2 = KOR agonists, beta-arrestin recruitment, primary screen, cell-based, luminescence, uHTS (AID 1777); one-dose activation, % at 10 µM; EC50 in µM for titrated hits; Kappa-type opioid receptor (Homo sapiens); KOR beta-arrestin recruitment, luminescence; higher % means a stronger effect; 280,000 compounds, 0.02% hits; in the data active = activation above about 50%, passing the limit was not always enough; note: a part of the inactive calls stands beside numbers as strong as those of hits
Dengue-2 NS5 capping pilot replicate = recorded beside Dengue-2 NS5 capping, whose call it bears; inhibition, %; measured here: pilot screen replicate inhibition
* hit, by the source's call; i = inactive; ? = inconclusive; . = not tested or not shown; [ ] = dose if it differs, or a comment. Cut-off read from the data, not from the text of the source, unless noted: active = inhibition above about 50%; inactive = the rest. An excerpt. The share of hits here may be higher or lower than overall.

SMILES | Dengue-2 NS5 capping | AID2073 | Yfh1-off respiration | West Nile antiviral | NOD1 NF-kB reporter | KOR beta-arrestin-1 | HIV peptide binding | HEK293 NOD2/NF-kB | KOR beta-arrestin-2 | others
CCc1cccc(CC)c1N1C(=O)c2cc(N3CCOCC3)c([N+](=O)[O-])cc2C1=O | 3% | -6% | i | 0.0% | 6% | 27% | 0.4% | 8% | 10%
Cc1ccccc1C(=O)NC(CC(C)C)C(=O)NN1C(=O)c2ccccc2C1=O (configuration not stated) | -2% | 12% | i | -0.2% | -32% | -2% | -0.3% | 1% | 1.7%
O=C(c1cccc(N2CCCC2=O)c1)N1CCN(c2cccc(Cl)c2)CC1 | -5% | 9% | . | 0.7% | 2% | -16% | -0.5% | -12% | -0.3%
O=C(O)C1(c2ccccc2)CCN(S(=O)(=O)c2ccc(Cl)s2)CC1 | -8% | 15% | i | 1.7% | -3% | -1% | 2.3% | 3% | 0.2%
Cc1nnc(SCC(=O)N(CC(C)C)c2c(N)n(CC(C)C)c(=O)[nH]c2=O)n1-c1ccccc1 | -1% | ? | i | 0.2% | -20% | -7% | 3.1% | 8% | -2.7%
COC(=O)[C@@]1(Cc2ccc(F)cc2)[C@@H]2[C@@H](CC(=O)[C@H]2CC(=O)C(=O)N(C)C)CN1C(=O)c1ccccc1 | -11% | 21% | i | -1.2% | -30% | 3% | 15% | 14% | 3.8%
CCCN1CCN(C(=O)Cn2cnc3sc(C)c(S(=O)(=O)N4CCC(C)CC4)c3c2=O)CC1 | -7% | -2% | . | -0.8% | -13% | -26% | 2.7% | 11% | 0.3%
Cc1ccc(C(=O)c2ccccc2C(=O)OCC(=O)Nc2ccc(SC(F)F)cc2)cc1 | -1% | 3% | i | -0.9% | 68% | 3% | -1.1% | 12% | 0.4%
CCCc1ccc2oc(C(=O)NCCN3CCCC(O)C3)c(C)c2c1 (configuration not stated) | 4% | 7% | . | 0.6% | 10% | -53% | 0.9% | -7% | 5.6%
Cc1ccc(C(=O)CCC(=O)Nc2cccnc2)cc1C | -6% | -3% | i | 0.4% | -17% | -19% | -0.8% | 16% | -3.6%
CS(=O)(=O)c1[nH]nc(-c2cccc(Cl)c2)c1C#N | . | 12% | i | 0.1% | 5% | 30% | 5.6% | 15% | 0.8%
Cc1cc(C)c(C(=O)/C=C/c2cccs2)c(=O)[nH]1 | -10% | 2% | i | -0.2% | 0% | 14% | 0.6% | 10% | -2.9%
Cc1cc(OCC(=O)Nc2ccncc2)c(C)cc1Br | -4% | 3% | i | -0.4% | 34% | 2% | -1.2% | 47% | 4.5%
CC1CCCN(C(=O)CCS(=O)(=O)c2ccc3c(c2)n(C)c(=O)c(=O)n3C)C1 (configuration not stated) | 17% | 16% | . | 0.2% | 21% | -18%[20 µM] | -1.2% | 10% | -8.2%
Cc1ccc(NC(=O)C2CCN(S(=O)(=O)c3ccc4c(c3)NC(=O)C(C)S4)CC2)c(Cl)c1 (configuration not stated) | -31% | 14% | . | 0.4% | 17% | 6% | 11% | 25% | -5.1%
Cc1ccc(S(=O)(=O)ON2C(=O)c3cccc4cccc(c34)C2=O)cc1 | 14% | 6% | i | -0.1% | -2% | -35% | 0.1% | 0% | 1.6%
COc1ccc(Nc2nc(NCC3CCCO3)c3ccccc3n2)c(OC)c1 (configuration not stated) | 3% | 4% | i | -1.1% | . | 5%[20 µM] | 1.2% | . | -4.5%
COc1ccc(/C=C(/NC(=O)c2ccccc2)C(=O)N/N=C/c2ccncc2)c(OC)c1 | -3% | -1% | i | -0.8% | 4% | 29% | -1.0% | 22% | -0.2%
CCOC(=O)CNC(=O)c1cc2c(=O)[nH]c3ccc(C)cc3c2s1 | -7% | ? | . | -0.3% | -5% | 8% | 0.9% | 10% | -5.7%
Cc1ccccc1C(=O)N1N=C(c2cccc(NS(C)(=O)=O)c2)CC1c1cccs1 (configuration not stated) | 3% | -6% | . | -1.3% | -4% | 1% | 1.6% | 19% | 1.6%
Cn1c(SCC(=O)Nc2ccc(F)cc2)nnc1-c1cccnc1 | -1% | -4% | i | -0.1% | -26% | 34% | 2.5% | 8% | -2.7%
O=C1c2cccc(OCC(=O)N3CCCc4ccccc43)c2CCN1Cc1ccccc1 | 1% | 3% | i | 0.9% | -9% | -22% | -4.0% | -63% | -2.7%
O=C(CSc1nc2ccccc2s1)NCCCN1CCOCC1 | -4% | ? | i | 0.5% | -9% | -5% | -3.6% | 0% | 0.6%
Cc1cc(NC(=O)CCC(=O)N(Cc2ccccc2)C2(C(=O)NC3CCCCC3)CCCC2)no1 | -4% | -17% | i | -1.6% | 15% | -43%[20 µM] | -0.2% | -3% | -0.5%
CCOC(=O)c1oc2ccccc2c1CN1CCN(C(=O)c2ccccc2)CC1 | -2% | 9% | i | -0.4% | -6% | 19% | 1.2% | -11% | -0.6%
CCCCCC(C)NC(=O)c1ccoc1C (configuration not stated) | -4% | 11% | i | -0.5% | 3% | 8% | 1.5% | 13% | 0.9%
CCOC(=O)C1(C(F)(F)F)N=C(c2cccnc2)OC(N2CCCCC2)=N1 (configuration not stated) | -3% | -1% | i | 1.5% | -11% | 9% | -0.9% | 14% | 0.3%
COc1ccc(SCC(=O)c2cc(C)c(OC(=S)N(C)C)c(C)c2)cc1 | -2% | 14% | i | -0.3% | -17% | -46% | -0.7% | -6% | 3.0%
O=c1[nH]c(NCCO)nc2ncn(Cc3ccccc3)c12 | 2% | -4% | i | 0.5% | -28% | -9% | -1.2% | -4% | .
Clc1ccc(-c2cccs2)nn1 | 3% | 14% | i | 0.1% | -37% | 1% | 0.6% | -2% | -2.4%
CC1CCCCC1NC(=O)CCCCn1c(=O)[nH]c2ccsc2c1=O (configuration not stated) | -3% | 22% | . | -0.3% | -2% | -20% | -0.1% | 19% | -3.7%
COc1ccc(C(=O)NCc2ccccn2)cc1 | 2% | 2% | i | -0.4% | -19% | 15% | 2.6% | 10% | -2.6%
O=C1Nc2ccccc2/C1=C/c1ccc([N+](=O)[O-])cc1 | -16% | 5% | . | ? | 9% | 14% | -2.3% | 19% | -3.7%
COc1ccc(-c2nc(SC)n(S(=O)(=O)c3ccccc3)n2)cc1 | -10% | 5% | i | 0.0% | -8% | 25% | -0.8% | 0% | 21%
CCOC(=O)N1CCN=C1SCc1ccc(C(F)(F)F)cc1 | 4% | 4% | i | -0.9% | -45% | -8% | -1.6% | 2% | -2.2%
CCc1cc2c(=O)c(-c3nc4ccccc4n3C)c(COCC(=O)O)oc2cc1OC(=O)C(C)(C)C | -8% | 26% | i | 0.0% | 15% | 36% | 0.7% | 14% | 0.5%
CC(=O)Nc1ccc(NC(=O)Cn2c(=O)n(-c3ccc(F)cc3)c(=O)c3oc4ccccc4c32)cc1 | 2% | 38% | i | 0.3% | -14% | -6% | 2.4% | 9% | -7.5%
CN1CCN(c2ccccc2NC(=O)c2ccc(-c3ccc(Br)cc3)o2)CC1 | -8% | 17% | . | -0.5% | -2% | -89% | 0.4% | -35% | 6.7%
CC1=NN(C(=O)Cn2nc([N+](=O)[O-])c(Br)c2C)C(O)(C(F)(F)F)C1 (configuration not stated) | 2% | 2% | i | -0.6% | -1% | 2% | -0.8% | 15% | 1.6%
CCOC(=O)NC(C(Cl)(Cl)Cl)S(=O)(=O)c1ccccc1 (configuration not stated) | -1% | 2% | i | 0.3% | 5% | 27% | -1.1% | 18% | 0.1%

Reprinted at random: 2 records from the list, in no set order.
SMILES | Dengue-2 NS5 capping | AID2073 | Yfh1-off respiration | West Nile antiviral | NOD1 NF-kB reporter | KOR beta-arrestin-1 | HIV peptide binding | HEK293 NOD2/NF-kB | KOR beta-arrestin-2 | others
Cn1c(SCC(=O)Nc2ccc(F)cc2)nnc1-c1cccnc1 | -1% | -4% | i | -0.1% | -26% | 34% | 2.5% | 8% | -2.7%
CCOC(=O)N1CCN=C1SCc1ccc(C(F)(F)F)cc1 | 4% | 4% | i | -0.9% | -45% | -8% | -1.6% | 2% | -2.2%

(next part)
SMILES | Dengue-2 NS5 capping | AID2073 | Yfh1-off respiration | West Nile antiviral | NOD1 NF-kB reporter | KOR beta-arrestin-1 | HIV peptide binding | HEK293 NOD2/NF-kB | KOR beta-arrestin-2 | others
O=C(CCc1c[nH]c2ccccc12)NC(Cc1ccccc1)C(=O)O (configuration not stated) | 3% | 4% | . | 0.5% | 8% | -7% | -0.7% | 22% | -6.7%
COc1cccc(NS(=O)(=O)c2cn(C)c(=O)n(C)c2=O)c1 | -1% | 1% | i | -0.1% | -9% | -8% | 1.0% | 4% | -5.9%
O=C(O)CN1C(=O)/C(=C/c2cccc(Cl)c2)Oc2ccccc21 | -2% | 38% | . | -0.6% | 10% | 18% | 7.3% | 16% | -5.5%
Cc1ccc(-c2noc(CCC(=O)NCCCN3CCN(c4cccc(Cl)c4)CC3)n2)cc1 | -2% | -5% | i | -0.7% | 11% | -18% | 2.9% | -4% | 4.1%
OCCNc1c2ccccc2nc2c(F)c(F)c(F)c(F)c12 | -2% | 13% | i | -1.0% | 2% | 8% | 1.6% | -11% | -2.5%
O=C(N/N=C/c1cc2c(cc1Br)OCO2)C1COc2ccccc2O1 (configuration not stated) | -7% | -11% | i | -0.1% | -72% | -50% | -0.4% | -31% | 0.9%
Oc1ccc(N=Cc2sc3ccccc3c2Cl)cc1 | 14% | ? | i | 0.6% | 7% | 15% | 25% | 25% | 6.8%
O=C(c1ccc(C(F)(F)F)cc1)C1CCCN(C(=O)c2cnccn2)C1 (configuration not stated) | -6% | -1% | i | -0.6% | -37% | -18% | -1.3% | -15% | -2.4%
Cc1ccccc1CS(=O)(=O)CC1(O)CCN(C(=O)c2cccc(C(F)(F)F)c2)CC1 | -1% | 4% | i | -1.0% | -7% | 8% | -0.7% | 8% | -1.9% | Dengue-2 NS5 capping pilot replicate=4.1
CCOC(=O)CSc1nnc(CNC(=O)c2ccccc2OC)n1-c1ccc(OC)cc1 | -2% | -1% | . | . | -2% | -13% | -3.0% | 10% | 2.4%
CCC1CCCCN1Cc1ccc(N)cc1 (configuration not stated) | -9% | 26% | i | 0.3% | 23% | 3%[20 µM] | 0.1% | -7% | .
COC(=O)C1=C(N)OC2=C(C(=O)CCC2)C1c1ccccc1OC (configuration not stated) | -2% | 11% | i | -0.1% | -8% | 25% | -1.3% | 9% | 5.0%
Cc1cc(C)cc(CN2C(=O)NC3(CCCCCC3)C2=O)c1 | -12% | -8% | . | -1.4% | -10% | -7% | 1.0% | -22% | -0.7%
COc1ccccc1CNC(=O)c1ccc(Br)o1 | 6% | -2% | i | -0.4% | -34% | -5% | -1.3% | 1% | -1.3%
CN1C(=O)Cc2cc(S(=O)(=O)Nc3ccc(N4CCOCC4)cc3)ccc21 | -7% | -3% | . | -0.5% | -9% | -18% | -0.5% | 12% | 2.2%
Cc1csc(NC(=O)c2ccc(C(=O)Nc3nc(C)cs3)cc2)n1 | . | 25% | i | -0.2% | 3% | 7% | 1.3% | 10% | 5.4%
